Compound activity: PubChem BioAssay, National Center for Advancing Translational Sciences (NCATS)
GLP1R ag – activates the human GLP-1 receptor. P43220. HEK293 GLP-1R CRE-luciferase, luminescence, 4-6 h; cells express a hypersensitive GLP-1R form. Potency, µM (doses to about 45.6 µM), for the others: at the highest dose activation, hits mostly activators. 380,000 tested, 0.007% active; note: potency is the fitted concentration of half-maximal effect; % of control where 0% means no effect
Target sequence (P43220 whole entry, looked up): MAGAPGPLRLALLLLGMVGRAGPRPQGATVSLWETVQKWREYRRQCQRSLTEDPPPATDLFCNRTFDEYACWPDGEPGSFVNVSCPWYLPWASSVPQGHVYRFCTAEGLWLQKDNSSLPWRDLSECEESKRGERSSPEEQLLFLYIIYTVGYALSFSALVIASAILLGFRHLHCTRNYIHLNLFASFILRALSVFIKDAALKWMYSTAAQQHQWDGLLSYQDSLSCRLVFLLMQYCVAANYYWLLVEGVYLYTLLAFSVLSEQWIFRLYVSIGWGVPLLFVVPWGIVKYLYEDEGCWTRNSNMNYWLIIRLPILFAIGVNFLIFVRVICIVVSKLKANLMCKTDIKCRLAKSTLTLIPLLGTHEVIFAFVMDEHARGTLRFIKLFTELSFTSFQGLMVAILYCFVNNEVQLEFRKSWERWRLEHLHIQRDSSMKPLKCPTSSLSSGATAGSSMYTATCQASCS
GLP-1R inv ag – GLP-1 receptor (human) inverse agonism | P43220 | HEK293 GLP-1R CRE-luciferase, luminescence, 24 h; GLP-1R form is constitutively active | Potency, µM (top dose mostly 38.3 µM), for the others: at the top dose activity change, negative = inhibition, actives largely listed as inhibitors | 410,000 tested, 1.6% active | AID 624417; note: potency is the fitted concentration of half-maximal effect; % is set by controls: 0 for no effect and ±100 for the full control effect; nearly all actives have a fitted effect of over 55% in size
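qHTS in 1536-well format: reporter HEK293 cells expressing constitutive GLP-1R activity in DMEM + 10% Nu serum, 24 hr with compounds at 37 deg C, luminescence read after 12 min with detection reagent.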
PTHR1 ag – PTHR1 (human) receptor agonism; HEK293 GP2 PTHR1 cells, GloSensor cAMP luminescence, 1 h; AID 743266; 410,000 tested, 0.075% active; Q03431; Potency, µM (titrated, usually from 115 µM), without a hit: top-dose activation, most hits filed as activators; note: potency is the fitted concentration of half-maximal effect; nearly all actives have a fitted effect of over 55% in size; some results filed as inactive show a strong effect at the top dose; inactives centre near -15; many of its hits are not listed in these tables
Target sequence (Q03431 whole entry, looked up): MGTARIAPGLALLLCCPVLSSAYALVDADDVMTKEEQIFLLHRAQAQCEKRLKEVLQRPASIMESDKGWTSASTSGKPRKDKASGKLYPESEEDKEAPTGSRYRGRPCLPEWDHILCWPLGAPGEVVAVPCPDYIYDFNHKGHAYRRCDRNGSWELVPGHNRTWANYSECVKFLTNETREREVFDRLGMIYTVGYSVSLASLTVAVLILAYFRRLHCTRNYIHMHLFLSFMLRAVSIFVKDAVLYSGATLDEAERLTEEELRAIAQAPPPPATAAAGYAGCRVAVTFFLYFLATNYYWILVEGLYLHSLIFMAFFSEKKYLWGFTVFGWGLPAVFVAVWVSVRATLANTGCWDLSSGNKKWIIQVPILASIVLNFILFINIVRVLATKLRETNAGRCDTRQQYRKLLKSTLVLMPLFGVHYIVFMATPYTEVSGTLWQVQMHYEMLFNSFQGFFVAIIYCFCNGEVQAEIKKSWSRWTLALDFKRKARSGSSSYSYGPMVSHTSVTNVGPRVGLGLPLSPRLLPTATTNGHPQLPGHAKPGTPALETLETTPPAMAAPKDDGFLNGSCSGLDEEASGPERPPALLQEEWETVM
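HEK-293-derived GP2 cells expressing PTHR1 and a GloSensor cAMP reporter, 3,000/well, plated overnight, given luciferin plus IBMX (each 0.5 mM as added) for 1 h at 37 °C, then compound for 1 h at 37 °C. Luminescence was read after 15 min at room temperature.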
GLP1R cytotox – cytotoxic in the GLP-1 receptor inverse agonist counter-screen. HEK293 cAMP-luciferase reporter cells, luminescence, 24 h. Potency, µM (highest dose often 38.3 µM), for the others: at the top dose activity change, negative = inhibition, usual class: inhibitors. 410,000 tested, 0.13% active. AID 624418;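 note: loss of luciferase light is scored as toxicity; potency is the fitted concentration of half-maximal effect; % is set by controls: 0 for no effect and ±100 for the full control effect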
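Quantitative HTS format, 1536 wells, 200 cells/uL seeded. Compounds: 23 nL, 24 h, 37 °C. Detection: luciferase reagent, luminescence at 12 min RT; decreased signal taken as cytotoxic.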
D3 antag – D3 dopamine receptor (human) antagonism; P35462; D3R cells, DiscoveRx beta-arrestin luminescence, antagonist mode; hits give low values; max response, negative = inhibition, %; 360,000 tested, 2.5% active; AID 652054; in the data active = max response below about -50%; inconclusive = no clear call, values can overlap the other calls; note: % is set by controls: 0 for no effect and ±100 for the full control effect; mostly tested at two doses, the higher about 12 µM
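Cells plated overnight at 1500 cells/well, then exposed to library compounds with dopamine controls for 90 minutes at 37 degrees C. DiscoveRx reagent added for 30–60 minutes at room temperature; luminescence read, quantitative HTS format.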
TDP-43 yeast inh – rescues yeast growth from TDP-43 toxicity | TDP-43 expressing yeast growth rescue, BacTiter-Glo, 24 h | Potency, µM (top dose mostly 46.1 µM), without a hit: at the top dose growth rescue (activation), hits mostly activators | 410,000 tested, 1.8% active | AID 652104; note: potency is the fitted concentration of half-maximal effect; % of control where 0% means no effect; nearly all actives have a fitted effect of over 50% in size
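Yeast cells expressing TDP-43 under galactose induction are exposed to compounds for 24 hr at 30 deg C. BacTiter-Glo luminescence measures growth, so protective compounds score as activators.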
aSyn yeast inh – inhibitors of alpha-synuclein toxicity in yeast | Yeast expressing alpha-synuclein, growth rescue, BacTiter-Glo, 24 h | Potency, µM (series often up to 46.1 µM), without a hit: at the top dose growth rescue (activation), usual class: activators | 370,000 tested, 0.14% active; note: potency is the fitted concentration of half-maximal effect; % of control where 0% means no effect; nearly all actives have a fitted effect of over 65% in size
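Readout is rescue of growth in alpha-synuclein-expressing yeast, so inhibitors of toxicity appear as activators. Growth after 24 hr at 30 deg C in galactose medium is quantified by luminescence.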
D3 ag – agonists of human D3 dopamine receptor | P35462 | D3R DiscoveRx beta-arrestin cells, luminescence, 90 min | max activation, % | 410,000 tested, 0.58% active | AID 652048; in the data active = max activation above about 30%; note: 0% is about no effect; mostly tested at two doses, the higher about 12 µM
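Agonist-mode cell screen: cells plated at 1500/well and incubated overnight at 37 °C, then exposed to library compounds for 90 min at 37 °C. Detection reagent was added for 30–60 min at room temperature, and luminescence was read.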
KB-V1 cytotox – kills drug-selected multidrug resistant KB-V1 cells; 400,000 tested, 3.4% active; Potency, µM (series often up to 46.1 µM), for inactives: at the highest dose activity change, negative = cytotoxicity, usual class: cytotoxic; AID 1347076; KB-V1 MDR cells viability, CellTiter-Glo, 72 h; note: potency is the fitted concentration of half-maximal effect; % is set by controls: 0 for no effect and ±100 for the full control effect; nearly all actives have a fitted effect of over 60% in size
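Cytotoxicity via CellTiter-Glo luminescence after 72 h compound exposure at 37 degrees C. Cells: drug-selected KB-V1 line, DMEM phenol-red free plus 10% FBS. Compounds tested at multiple concentrations; normalized data fitted to concentration-effect curves.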
* = called active by the depositor; i = inactive; ? = inconclusive; · = not tested or not shown; & = joins results of further samples; [ ] = dose if it differs, or a comment. Unless noted, calls come from the whole dose curve; as a rule, active = well fitted curve in the direction sought with a large enough effect; inconclusive = small, poorly fitted or top-dose-only effect, or another doubt; inactive = no such curve, though single readings can be large; an effect the other way counts as inactive or inconclusive.

smiles | GLP1R ag | GLP-1R inv ag | PTHR1 ag | GLP1R cytotox | D3 antag | TDP-43 yeast inh | aSyn yeast inh | D3 ag | KB-V1 cytotox
CC(=O)Nc1cccc(NC(=O)COc2nncc3ccccc23)c1 | -6.7% | 7.4% | -14.1% | -0.6% | 7.8 | 1.7% | 9.3% | 0.3 | -1.4%
O=C(CCN1CCN(S(=O)(=O)c2ccc(Cl)cc2)CC1)Nc1ccc(F)cc1 | 0.1% | ? | -27.7% | -14.4% | -19.1 | -2.0% | -3.7% | 0.0 | -12.8%
O=C1C(=O)N(CCO)C(c2cccc(F)c2)/C1=C(\O)c1ccc(Cl)cc1 (stereo unspecified) | -9.8% | -9.9% | -4.9% | 10.4% | -27.3 | -5.6% | -2.1% | 3.4 | -22.3%
CN(Cc1ccon1)C(=O)CC1C(=O)NCCN1Cc1cccc(Oc2ccccc2)c1 (stereo unspecified) | 4.0% | 12.8% | -79.5%[inhibitor] | 10.9% | 3.9 | 0.1% | -0.7% | 4.9 | -10.7%
COc1ccc(Br)cc1CNCCSc1nnnn1C | 2.2% | 7.7% | 11.9%[57.5 µM] | 5.5% | ? | -4.0% | 3.7% | -1.3 | 1.3%
CCc1ccccc1NC(=O)c1ccc(F)c(S(=O)(=O)NC2CCCCCC2)c1 | · | 9.8% | i | 6.4% | · | 12.5% | · | 6.8 | ·
COc1ccc([N+](=O)[O-])cc1NC(=O)C(C)NNC(=O)c1cccc([N+](=O)[O-])c1 (stereo unspecified) | -15.3% | 27.2% | -26.2% | 6.8% | -18.5 | 13.1% | -0.9% | -17.4 | 18.4µM*
N#Cc1ccsc1NC(=O)CCN1CCN(C(c2ccccc2)c2ccccc2)CC1 | 1.9% | ? | -12.7% | -6.1% | -4.4 | 0.0% | 0.8% | -16.2 | 0.0%
COc1cc(SC)ccc1C(=O)Nc1ccc2c(c1)OCO2 | 4.7% | -30.2% | -88.9%[inhibitor] | -16.7% | -5.6 | 11.3% | 3.0% | 4.3 | ?
C=C1CCN(c2ccc(C(=O)NCc3ccc(C)cc3)cc2[N+](=O)[O-])CC1 | -3.1% | ? | -44.1%[inhibitor] | -11.2% | -9.7 | 19.8% | 2.9% | -3.8 | -0.6%
Cc1ccc(/C=C/C(=O)N2CCN(c3ccc(F)cc3)CC2)o1 | 2.8% | -1.8% | -25.1% | -11.8% | 8.1 | 0.0% | 11.0% | 6.7 | 18.4µM*
CC1(c2cc(F)ccc2F)NC(=O)N(CC(=O)Nc2cccc(S(=O)(=O)N3CCCC3)c2)C1=O (stereo unspecified) | -3.1% | -4.8% | -22.4% | -30.4% | 8.6 | 21.0% | 23.0% | 1.3 | 0.0%
O=C(NCCc1ccccc1Cl)C1CCC(=O)N(Cc2cccc(C(F)(F)F)c2)C1 (stereo unspecified) | -2.9% | ? | i | -24.4% | 1.4 | 12.3% | -0.6% | 3.4 | -28.9%
CCC(=O)NCCc1nc2ccccc2[nH]1 | -1.5% | 4.9% | -3.7%[57.5 µM] | 4.2% | -4.8 | -15.2% | 0.0% | 0.5 | -2.8%
O=C(CS(=O)CC(=O)Nc1ccc(Cl)cc1)NCC1OCCc2ccccc21 (stereo unspecified) | -11.1% | -24.5% | i | 17.9% | 0.6 | -9.3% | -3.7% | -6.4 | 13.8%
CN(CCOc1ccccc1)C(=O)CCc1nc2sc3c(c2c(=O)[nH]1)CCCC3 | 2.4% | ? | i | -4.7% | 22.6 | -7.5% | 3.2% | -2.0 | ·
COc1ccc(NC(=O)c2ccc3c(=O)n(Cc4ccco4)c(=S)[nH]c3c2)c(OC)c1 | -9.3% | 13.7% | -24.4% | 0.8% | -2.4 | -5.0% | -4.5% | -2.8 | 7.5%
CCN1CNC(=S)N(c2cccc(C)c2C)C1 | -11.6% | -1.2% | i | -2.9% | 17.1 | 16.4% | -1.2% | -2.7 | 7.3%
COc1ccc(NC(=O)c2ccc(Br)c(S(=O)(=O)N3CCOCC3)c2)cc1 | 2.0% | ? | -89.3%[inhibitor] | 8.9% | 9.5 | -14.8% | 6.6% | 8.6 | 20.6µM*
Cc1ccc(NC(=O)COC(=O)C2CCC(=O)N2)c([N+](=O)[O-])c1 (stereo unspecified) | -0.8% | -1.6% | -2.9% | 7.6% | -15.0 | 17.9% | 0.2% | 4.7 | 19.3%

The last four records of the part before come first, to join the parts.
smiles | GLP1R ag | GLP-1R inv ag | PTHR1 ag | GLP1R cytotox | D3 antag | TDP-43 yeast inh | aSyn yeast inh | D3 ag | KB-V1 cytotox
COc1ccc(NC(=O)c2ccc3c(=O)n(Cc4ccco4)c(=S)[nH]c3c2)c(OC)c1 | -9.3% | 13.7% | -24.4% | 0.8% | -2.4 | -5.0% | -4.5% | -2.8 | 7.5%
CCN1CNC(=S)N(c2cccc(C)c2C)C1 | -11.6% | -1.2% | i | -2.9% | 17.1 | 16.4% | -1.2% | -2.7 | 7.3%
COc1ccc(NC(=O)c2ccc(Br)c(S(=O)(=O)N3CCOCC3)c2)cc1 | 2.0% | ? | -89.3%[inhibitor] | 8.9% | 9.5 | -14.8% | 6.6% | 8.6 | 20.6µM*
Cc1ccc(NC(=O)COC(=O)C2CCC(=O)N2)c([N+](=O)[O-])c1 (stereo unspecified) | -0.8% | -1.6% | -2.9% | 7.6% | -15.0 | 17.9% | 0.2% | 4.7 | 19.3%
CCOc1ccc(N(C(=O)CNC(=O)c2cccs2)C(C(=O)NCC2CCCO2)c2ccc(OC)c(OC)c2)cc1 (stereo unspecified) | 8.7% | 10.5% | i | 0.9% | 1.6 | -23.7% | 0.4% | 4.8 | 19.6%
COc1cc2ccccc2cc1C(=O)N1CCN(c2nc3c(C)cc(C)cc3s2)CC1 | · | ? | -32.1%[inhibitor] | -6.6% | · | ? | · | 3.7 | 4.2%
Cc1ccc(NC(=O)CSC2=C(C#N)C(c3ccco3)C3=C(CC(C)(C)CC3=O)N2)cc1 (stereo unspecified) | -6.9% | ? | i | 2.9% | 0.0 | -2.7% | 0.7% | -1.9 | -6.4%
O=C(c1ccc(F)cc1)c1ccc(N2CCCC2)cc1 | 0.2% | ? | -17.7%[57.5 µM] | -4.6% | -1.2 | 3.6% | 0.3% | -1.6 | ?
COc1ccccc1/C=N\Nc1ccccc1[N+](=O)[O-] | -1.0% | 34.0% | -79.9%[inhibitor] | 11.9% | -12.5 | -18.3% | -0.1% | 2.9 | -3.4%
COc1cccc(C2NC(=O)NC(C)=C2C(=O)Nc2cccc(C)c2C)c1 (stereo unspecified) | 1.1% | 4.1% | i | 25.0% | -26.7 | 0.0% | -3.7% | 1.1 | 15.3%
NCCOc1ccccc1Cc1ccccc1 | -10.7% | ? | -4.2%[57.5 µM] | 2.3% | -64.0* | -7.7% | 8.4% | -12.1 | 5.0%
O=C(CN1CCN(c2ccccc2)CC1)NC(=O)NCc1ccco1 | -7.4% | -5.4% | i | -1.4% | -11.4 | 4.8% | -1.0% | -3.9 | ?
Cc1cccc(NC(=O)CSc2ccc(-c3ccccn3)nn2)c1C | -0.3% | 8.5% | -10.6% | -6.4% | -1.7 | 18.6% | -0.5% | -2.7 | ?
Cc1ccc(NS(=O)(=O)c2ccc(-n3cccn3)cc2)c(Cl)c1 | 8.7% | -34.3% | -6.8% | -3.8% | 37.8 | 20.6% | 5.4% | 3.0 | -28.3%
CCOc1ccc(NC(=O)CCNS(=O)(=O)c2cccs2)cc1 | 0.2%&6.7% | -8.5%&5.2% | -37.0%[57.5 µM] | 1.0%&10.7% | 14.6 | 24.3%&-11.2% | 3.7% | 5.5&0.4 | 7.0%&-12.9%
COc1ccc(NC(=O)COCc2cc(-c3ccc4c(c3)OCO4)on2)cc1 | · | -1.3% | -3.1% | -9.2% | · | 20.6%[9.22 µM] | · | -0.9 | -6.9%
CCOc1ccccc1N(C(=O)Nc1ccc(Cl)cc1)C1=NC(C)CS1 (stereo unspecified) | -5.1% | 3.5% | -24.6% | -0.8% | -10.9 | -3.2% | -0.9% | 1.0 | 2.4%
CCC(CC)C(=O)Nc1cc(C(=O)OC)ccc1C(=O)OC | 30.0% | 11.9% | -4.7% | 31.9%[activator] | -26.8 | -20.0% | 4.8% | 1.5 | -7.5%
CSc1cccc(NC(=O)CN2C(=O)COc3ccc(S(=O)(=O)N4CCC(C)CC4)cc32)c1 | · | ? | -26.8% | -9.7% | · | 17.4% | · | -14.0 | ·
Cc1ccccc1-c1cccc([C@@H]2C[C@H]3[C@H](CON3C)CN2Cc2cc(Cl)cc(Cl)c2)c1 | -1.9% | 6.8% | 0.2% | -9.9% | -13.5 | 20µM* | -1.4% | -3.2 | -18.0%
CCOC(=O)c1c(-c2ccc(C)cc2)csc1NC(=O)c1cc(=O)c2cc(C)cc(C)c2o1 | · | 3.1% | i | 26.5% | · | 2.9% | · | 1.8 | 14.6%
O=C(CCl)N1c2ccccc2Oc2ccc3ccccc3c21 | 19.4% | 103.1%[activator] | -8.4% | 45.7%[activator] | -26.9 | ? | -42.6%[inhibitor] | -16.9 | ?
CCOc1ccc(NC(=O)NC2CCCCCCC2)cc1 | 8.4% | ? | -6.8% | -20.2% | 1.4 | 5.4% | 0.4% | -0.8 | 0.0%
CCOC(=O)[C@@H]1[C@H]2COc3ccccc3[C@H]2N2C(=O)N(c3cccc(Cl)c3)C(=O)[C@@]12C | 8.8% | -2.7% | -5.5% | -3.4% | -2.2 | -14.8% | -0.9% | -2.9 | -9.2%

Not all compounds are listed, so the mix of outcomes need not match the whole.
